Source: PubChem (several laboratories)
STK33 inh = blocks human STK33 kinase activity; Q9BYT3; purified STK33, MBP phosphorylation, ADP-Glo luminescence; inhibition, % at 10 µM; actives 0.073% (n = 320,000);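 active means inhibition at or above 25%, using the most active replicate where run in duplicate; inactive means inhibition below 25%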
Target sequence (Q9BYT3 whole entry, looked up): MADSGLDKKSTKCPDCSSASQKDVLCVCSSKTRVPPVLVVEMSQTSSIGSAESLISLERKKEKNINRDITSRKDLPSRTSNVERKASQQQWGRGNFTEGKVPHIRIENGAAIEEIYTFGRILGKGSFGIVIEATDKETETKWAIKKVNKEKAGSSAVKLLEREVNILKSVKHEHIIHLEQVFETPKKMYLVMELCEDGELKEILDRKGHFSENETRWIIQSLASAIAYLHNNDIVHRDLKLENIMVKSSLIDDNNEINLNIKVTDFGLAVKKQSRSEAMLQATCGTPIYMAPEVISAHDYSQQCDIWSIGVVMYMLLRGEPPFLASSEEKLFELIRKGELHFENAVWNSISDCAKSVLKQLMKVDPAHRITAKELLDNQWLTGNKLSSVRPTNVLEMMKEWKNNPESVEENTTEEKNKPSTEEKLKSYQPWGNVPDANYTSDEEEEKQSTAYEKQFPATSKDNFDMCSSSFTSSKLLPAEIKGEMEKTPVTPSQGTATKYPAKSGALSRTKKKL
OX1R antag-1 = antagonists of human orexin 1 receptor; AID 434989; actives 0.43% (n = 330,000); inhibition, % at 5 µM; CHO/OX1R cells, Fluo-8 calcium fluorescence, orexin A; O43613;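 active means inhibition above its plate's threshold, mean inhibition of all tested compounds on the plate plus 3 SD, cut at about 37% in these data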;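 further: 0% = orexin A challenge wells and 100% = SB-334867-A antagonist wells; not every result past the cut was called active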
Target sequence (O43613 whole entry, looked up): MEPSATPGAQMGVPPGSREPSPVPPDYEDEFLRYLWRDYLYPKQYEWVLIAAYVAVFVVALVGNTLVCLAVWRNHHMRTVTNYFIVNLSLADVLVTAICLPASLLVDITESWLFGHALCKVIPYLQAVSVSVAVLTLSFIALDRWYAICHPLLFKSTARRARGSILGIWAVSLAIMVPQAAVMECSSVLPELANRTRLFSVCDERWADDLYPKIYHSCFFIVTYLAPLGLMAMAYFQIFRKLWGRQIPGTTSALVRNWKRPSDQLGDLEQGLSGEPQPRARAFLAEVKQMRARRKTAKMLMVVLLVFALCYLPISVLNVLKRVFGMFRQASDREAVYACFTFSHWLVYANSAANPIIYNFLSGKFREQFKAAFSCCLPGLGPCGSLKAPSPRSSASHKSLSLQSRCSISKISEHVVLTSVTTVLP
OX1R antag-2 = blocks the human orexin 1 receptor | OX1R-expressing cells, FRET antagonist read-out | actives 1.8% (n = 330,000) | O43613 | inhibition, % at 6.6 µM | AID 485270; in the data active means inhibition mostly above about 38%, no sharp cut-off; inactive means mostly below about 40%;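 further: 0% = agonist challenge alone and 100% = reference antagonist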
The depositor's hits bear a star.

How did Cc1cc2c(cc1S(=O)(=O)Nc1cccc(F)c1)n(C)c(=O)c(=O)n2C do in these assays?
STK33 inh: -0.6; OX1R antag-1: 13; OX1R antag-2: 2

How did COc1ccccc1C1CC(c2cccs2)=Nc2ccccc2S1 (stereo not drawn) do in these assays?
STK33 inh: 0.8; OX1R antag-1: -14; OX1R antag-2: 19

Results for CCOC(=O)C1(C)/C(=N/Nc2ccc(Cl)cc2)C(=O)C(=O)N1c1ccccc1 (stereo not drawn) ?
STK33 inh: -0.4; OX1R antag-1: -25; OX1R antag-2: 26

What do the screens show for `COc1ccccc1-c1nn(Cc2ccccc2)cc1C(=O)N1CCN(c2ncccn2)CC1`?
STK33 inh: -1.7; OX1R antag-1: -15; OX1R antag-2: 3

How did CCOC(=O)N1CCC(NC(=O)c2cn(-c3ccc(OC)cc3)c(=O)c3ccccc23)CC1 do in these assays?
STK33 inh: -0.3; OX1R antag-1: -17; OX1R antag-2: 9

What do the screens show for `Cc1ccc(NS(=O)(=O)c2csc(C(N)=O)c2)cc1C`?
STK33 inh: 0.7; OX1R antag-1: -20; OX1R antag-2: -7

What do the screens show for `CCN(CC)CCNC(=O)c1ccc(NC(=O)Cc2ccccc2F)cc1`?
STK33 inh: -1.8; OX1R antag-1: -16; OX1R antag-2: 12

Results for O=C(/C=C/c1ccccc1)NC(=S)Nc1ccc(N2CCOCC2)c(Cl)c1 ?
STK33 inh: -0.3; OX1R antag-1: -22; OX1R antag-2: 3

What do the screens show for `Cc1cccc(C)c1NS(=O)(=O)c1ccc(F)cc1`?
STK33 inh: -0.4; OX1R antag-1: -14; OX1R antag-2: 28

What do the screens show for `COc1nc(NCCO)nc(Nc2ccc([N+](=O)[O-])cc2)n1`?
STK33 inh: 0.9; OX1R antag-1: 1; OX1R antag-2: 14

Results for COc1cccc(Cn2c(NCc3ccco3)nc3c2c(=O)n(C)c(=O)n3C)c1 ?
STK33 inh: -0.9; OX1R antag-1: -10; OX1R antag-2: 18

How did Nc1cc(=O)nc(SCc2ccccc2)n1Cc1ccco1 do in these assays?
STK33 inh: 1.0; OX1R antag-1: -6; OX1R antag-2: 3

Results for COc1ccc(CCNC(=O)CSc2nnnn2-c2ccccc2)cc1 ?
STK33 inh: 0.0; OX1R antag-1: -22; OX1R antag-2: 16

Results for Cc1ccc(Cn2nnnc2CN2CCC(O)(c3cccnc3)CC2)cc1 ?
STK33 inh: 0.2; OX1R antag-1: -10; OX1R antag-2: 9

What do the screens show for `COc1cc(C(c2c(C)n(C)n(-c3ccccc3)c2=O)c2c(C)n(C)n(-c3ccccc3)c2=O)cc(Br)c1O`?
STK33 inh: -0.8; OX1R antag-1: -19; OX1R antag-2: 18

What do the screens show for `O=C(N/N=C/c1cccc(Br)c1)c1ccc(Br)cc1`?
STK33 inh: 0.5; OX1R antag-1: -6; OX1R antag-2: 21

How did S=c1[nH]ccn1-c1cccc(Cl)c1 do in these assays?
STK33 inh: -1.1; OX1R antag-1: -5; OX1R antag-2: 3

Results for COc1ccc(CN2CCC(n3nccc3NC(=O)C3CC3)CC2)c(Cl)c1OC ?
STK33 inh: -1.1; OX1R antag-1: -15; OX1R antag-2: 30

How did CN(CC(=O)Nc1ccc(Cl)c(C(F)(F)F)c1)C(=O)Cc1cccs1 do in these assays?
STK33 inh: 0.1; OX1R antag-1: -18; OX1R antag-2: 23

Results for CCOc1ccc(NC(=O)CNC(=O)c2ccc(OC)c(OC)c2)cc1 ?
STK33 inh: -2.5; OX1R antag-1: -8; OX1R antag-2: 13

How did CSc1ncc(C(=O)Nc2ccc(Cl)cc2)c(C)n1 do in these assays?
STK33 inh: -1.2; OX1R antag-1: -12; OX1R antag-2: -4

How did CCC[C@@H]1C[C@@H](C(=O)NC(C(C)Cl)[C@H]2O[C@H](SC)[C@H](O)[C@@H](O)[C@H]2O)N(C)C1 (stereo partly drawn) do in these assays?
STK33 inh: -1.8; OX1R antag-1: -3; OX1R antag-2: 9

What do the screens show for `CCCNC(=O)c1ccccc1NC(=O)CN(c1ccccc1OCC)S(C)(=O)=O`?
STK33 inh: 0.7; OX1R antag-1: -30; OX1R antag-2: 8

Results for COc1cccc(-c2nc(CC(=O)O)cs2)c1OC ?
STK33 inh: -1.4; OX1R antag-1: -10; OX1R antag-2: 5

What do the screens show for `CC(C(=O)NC(C)(C)C)N(Cc1cccs1)C(=O)CCN1CCc2ccccc21` (stereo not drawn)?
STK33 inh: 1.3; OX1R antag-1: -21; OX1R antag-2: 24

What do the screens show for `CC(C)c1ccc(NCCC(=O)c2ccc(Br)cc2)cc1`?
STK33 inh: -1.5; OX1R antag-1: -5; OX1R antag-2: 4

Results for Cc1ccc(C(=O)N2CCN(S(=O)(=O)c3ccccc3[N+](=O)[O-])C2)cc1 ?
STK33 inh: 0.0; OX1R antag-1: -8; OX1R antag-2: 16

How did CC1CCCC(C)N1C(=O)CSc1nc2ccccc2c(=O)[nH]1 (stereo not drawn) do in these assays?
STK33 inh: -0.1; OX1R antag-1: 1; OX1R antag-2: 9

How did COC(=O)c1cccc(NC(=O)/C=C/c2cccc([N+](=O)[O-])c2)c1 do in these assays?
STK33 inh: -1.2; OX1R antag-1: -8; OX1R antag-2: 33

How did CC(Sc1nccn1C)C(=O)c1c(N)n(C)c(=O)n(C)c1=O (stereo not drawn) do in these assays?
STK33 inh: -0.4; OX1R antag-1: -7; OX1R antag-2: 16

How did O=C(CN1C(=O)COc2ccccc21)Nc1ccc(F)cc1 do in these assays?
STK33 inh: -0.3; OX1R antag-1: -20; OX1R antag-2: 15

How did OC1CCCC1 do in these assays?
STK33 inh: 0.3; OX1R antag-1: -6; OX1R antag-2: 8

How did CCN(CC)S(=O)(=O)c1cccc(-c2nnc(SCC(=O)NCCC3=CCCCC3)n2N)c1 do in these assays?
STK33 inh: 0.3; OX1R antag-1: -30; OX1R antag-2: 17

Results for CC(=O)n1nc(-c2ccco2)nc1SCc1ccccc1 ?
STK33 inh: -0.7; OX1R antag-1: -15; OX1R antag-2: 12

How did CCOC(=O)CSc1nnc(C)c(=O)[nH]1 do in these assays?
STK33 inh: 4.5; OX1R antag-1: -3; OX1R antag-2: 20

Results for CCOc1ccc2nc(SCC(=O)NC3CCCCC3)[nH]c2c1 ?
STK33 inh: 0.0; OX1R antag-1: -34; OX1R antag-2: 12

What do the screens show for `CCO/C=C1\C(=O)N(CC)c2ccccc21`?
STK33 inh: -3.1; OX1R antag-1: -18; OX1R antag-2: 9

How did Cc1cc(C)cc(C(=O)NC(CC(N)=O)c2ccc(NC3CCCCCCC3)c([N+](=O)[O-])c2)c1 (stereo not drawn) do in these assays?
STK33 inh: -0.1; OX1R antag-1: -10; OX1R antag-2: 33

How did Cc1ccc(C)c(S(=O)(=O)N2CCN(c3nc(CN4CCOCC4)nc4sc(C)c(C)c34)CC2)c1 do in these assays?
STK33 inh: 0.4; OX1R antag-1: 10; OX1R antag-2: 5

How did CCC(C)[C@H]1CNC(=O)C(=O)N1CCCc1cc(OC)c(OC)c(OC)c1 (stereo partly drawn) do in these assays?
STK33 inh: 0.6; OX1R antag-1: -21; OX1R antag-2: 34

What do the screens show for `O=C(CSc1nnnn1C1CCCCC1)NCCc1ccccc1`?
STK33 inh: -1.7; OX1R antag-1: -13; OX1R antag-2: 4

How did O=S(=O)(N/N=C/c1ccc(F)cc1)c1ccccc1 do in these assays?
STK33 inh: -0.5; OX1R antag-1: 0; OX1R antag-2: 12

How did CCc1ccccc1OCC(=O)Nc1ccc2c(c1)OCCO2 do in these assays?
STK33 inh: 0.2; OX1R antag-1: 4; OX1R antag-2: 3

What do the screens show for `Cn1c2c(c(=O)[nH]c1=O)C(NC(=O)c1ccco1)(C(F)(F)F)C(=O)N2` (stereo not drawn)?
STK33 inh: -1.3; OX1R antag-1: 6; OX1R antag-2: 4

What do the screens show for `CC(C)NC[C@H](O)c1ccc(O)c(O)c1`?
STK33 inh: -2.3; OX1R antag-1: -2; OX1R antag-2: 16

How did CCc1nnc(NC(=O)CSCc2cc(=O)n3nc(C)sc3n2)s1 do in these assays?
STK33 inh: -0.1; OX1R antag-1: -7; OX1R antag-2: -4

Results for Cc1ccccc1OCC(=O)N/N=C/c1cn(Cc2ccccc2)c2ccccc12 ?
STK33 inh: -0.8; OX1R antag-1: -24; OX1R antag-2: 21

What do the screens show for `COc1ccc(OCC(=O)Nc2ccc3c(c2)nc(CCn2ccccc2=O)n3C)cc1`?
STK33 inh: 0.2; OX1R antag-1: -1; OX1R antag-2: 18

Results for Cc1ccc(NC(=O)c2ccc(S(=O)(=O)N3CCCCC3)cc2)cc1 ?
OX1R antag-1: -16; OX1R antag-2: 20

How did O=C(CCN1C(=O)/C(=C/c2ccccc2Cl)SC1=S)N1CCCC1 do in these assays?
STK33 inh: 3.8; OX1R antag-1: -31; OX1R antag-2: 17

An excerpt from above in order of length of the SMILES, falling:
How did Cc1ccc(C)c(S(=O)(=O)N2CCN(c3nc(CN4CCOCC4)nc4sc(C)c(C)c34)CC2)c1 do in these assays?
STK33 inh: 0.4; OX1R antag-1: 10; OX1R antag-2: 5

What do the screens show for `Cn1c2c(c(=O)[nH]c1=O)C(NC(=O)c1ccco1)(C(F)(F)F)C(=O)N2` (stereo not drawn)?
STK33 inh: -1.3; OX1R antag-1: 6; OX1R antag-2: 4

What do the screens show for `COc1ccc(OCC(=O)Nc2ccc3c(c2)nc(CCn2ccccc2=O)n3C)cc1`?
STK33 inh: 0.2; OX1R antag-1: -1; OX1R antag-2: 18

How did CCC(C)[C@H]1CNC(=O)C(=O)N1CCCc1cc(OC)c(OC)c(OC)c1 (stereo partly drawn) do in these assays?
STK33 inh: 0.6; OX1R antag-1: -21; OX1R antag-2: 34

Results for Cc1ccccc1OCC(=O)N/N=C/c1cn(Cc2ccccc2)c2ccccc12 ?
STK33 inh: -0.8; OX1R antag-1: -24; OX1R antag-2: 21

How did O=C(CCN1C(=O)/C(=C/c2ccccc2Cl)SC1=S)N1CCCC1 do in these assays?
STK33 inh: 3.8; OX1R antag-1: -31; OX1R antag-2: 17

How did CCc1nnc(NC(=O)CSCc2cc(=O)n3nc(C)sc3n2)s1 do in these assays?
STK33 inh: -0.1; OX1R antag-1: -7; OX1R antag-2: -4

How did CCc1ccccc1OCC(=O)Nc1ccc2c(c1)OCCO2 do in these assays?
STK33 inh: 0.2; OX1R antag-1: 4; OX1R antag-2: 3

What do the screens show for `CC(C)NC[C@H](O)c1ccc(O)c(O)c1`?
STK33 inh: -2.3; OX1R antag-1: -2; OX1R antag-2: 16

Remaining list, next part.
What do the screens show for `COc1ccc(OCC(=O)OCC(=O)NC2CC2)cc1`?
STK33 inh: -0.1; OX1R antag-1: -7; OX1R antag-2: 9

What do the screens show for `COC(=O)[C@]1(C)N[C@H](CN(C)C(=O)c2ccc(F)cc2)[C@@H]2C(=O)N(Cc3ccccc3)C(=O)[C@@H]21`?
STK33 inh: -1.7; OX1R antag-1: -8; OX1R antag-2: 6

How did Cc1ccc(C(=O)OCC(=O)N2CCC(Cc3ccccc3)CC2)cc1N do in these assays?
STK33 inh: -0.1; OX1R antag-1: -20; OX1R antag-2: 17

Results for CC1CCCCC1NC(=O)CN1c2cccc3cccc(c23)S1(=O)=O (stereo not drawn) ?
STK33 inh: 0.1; OX1R antag-1: -8; OX1R antag-2: 2

How did Cc1cc(NC(=O)c2ccc(Cl)cc2)n(CCOC(=O)c2ccc(Cl)cc2)n1 do in these assays?
STK33 inh: -2.0; OX1R antag-1: -3; OX1R antag-2: 21

How did COc1ccc(CCNc2nc(-c3sc(C)nc3C)cs2)cc1OC do in these assays?
STK33 inh: -3.1; OX1R antag-1: -6; OX1R antag-2: 29

How did CCOC(=O)CSC1=NC(=O)/C(=C/c2ccc(Br)cc2)S1 do in these assays?
STK33 inh: -0.1; OX1R antag-1: -4; OX1R antag-2: 36

How did O=C(CN1C(=O)C2CC=CCC2C1=O)N1CCN(S(=O)(=O)c2ccccc2)CC1 (stereo not drawn) do in these assays?
STK33 inh: -1.2; OX1R antag-1: -2; OX1R antag-2: 2

How did Cc1cc(OCC(=O)NCCCN2CCCC2=O)c2c(C)c(C)c(=O)oc2c1 do in these assays?
STK33 inh: -1.4; OX1R antag-1: -15; OX1R antag-2: 26

Results for N#Cc1c(N2C(=O)Nc3ccccc3N2O)sc2c1CCCCCC2 ?
STK33 inh: -2.4; OX1R antag-1: 3; OX1R antag-2: 14

What do the screens show for `O=C(O)c1ccccc1C(=O)NNc1cccc(Cl)n1`?
STK33 inh: -1.5; OX1R antag-1: -8; OX1R antag-2: 4

What do the screens show for `Cc1cccc(C(=O)N2CCCCCC2)c1[N+](=O)[O-]`?
STK33 inh: 2.3; OX1R antag-1: 2; OX1R antag-2: 9

What do the screens show for `CCOC(=O)C1CCN(C(=O)CSc2c3c(nc4ccccc24)CCC3)CC1`?
STK33 inh: -0.5; OX1R antag-1: -11; OX1R antag-2: 16

What do the screens show for `Cc1noc(C)c1C(=O)OC(C)C(=O)Nc1ccc2c(c1)OCO2` (stereo not drawn)?
STK33 inh: -2.8; OX1R antag-1: -3; OX1R antag-2: 7

How did COc1ccc(S(=O)(=O)N(C)c2ccc(C(=O)N3CCCC3)cc2)cc1 do in these assays?
STK33 inh: -1.5; OX1R antag-1: -12; OX1R antag-2: 9

How did COc1ccc(Cc2nnc(SCC(=O)Nc3ccccc3C#N)o2)cc1 do in these assays?
STK33 inh: -0.2; OX1R antag-1: -4; OX1R antag-2: 1

How did CC1CN(C(=O)CCC(=O)N2CCN(c3ccccn3)CC2)c2ccccc2O1 (stereo not drawn) do in these assays?
STK33 inh: -0.9; OX1R antag-1: -25; OX1R antag-2: 1

What do the screens show for `COc1ccc(NC(=O)CSc2nc3ccccc3c(=O)n2CCCN2CCOCC2)c(OC)c1`?
STK33 inh: 0.4; OX1R antag-1: -27; OX1R antag-2: 8

Compounds were not picked by outcome. Share with any hit: about 2.2%.
